OX1R antag-1 = antagonists of human orexin 1 receptor (OX1R); O43613; OX1R-expressing cells, FRET antagonist read-out; inhibition, % at 6.6 µM; 1.8% of 330,000 active; AID 485270; in the data active = inhibition mostly above about 38%, no sharp cut-off; inactive = mostly below about 40%;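 note: 0% = agonist challenge alone and 100% = reference antagonist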
Target sequence (O43613 whole entry, looked up): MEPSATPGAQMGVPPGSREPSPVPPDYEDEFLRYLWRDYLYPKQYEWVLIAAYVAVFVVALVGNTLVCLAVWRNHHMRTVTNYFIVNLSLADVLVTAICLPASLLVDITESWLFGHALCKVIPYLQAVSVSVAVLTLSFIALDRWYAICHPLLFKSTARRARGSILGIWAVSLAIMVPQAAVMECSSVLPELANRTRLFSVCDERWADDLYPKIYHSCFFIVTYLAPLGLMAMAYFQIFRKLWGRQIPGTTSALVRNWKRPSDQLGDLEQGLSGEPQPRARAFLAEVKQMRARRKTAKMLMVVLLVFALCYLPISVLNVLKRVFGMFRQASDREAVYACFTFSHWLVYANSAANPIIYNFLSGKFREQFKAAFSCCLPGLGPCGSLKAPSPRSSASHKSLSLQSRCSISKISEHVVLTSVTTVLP
OX1R antag-2 = human HCRTR1 antagonism; inhibition, % at 5 µM; AID 434989; CHO/OX1R cells, Fluo-8 calcium fluorescence, orexin A; O43613; 0.43% of 330,000 active;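 active = inhibition above its plate's threshold, mean inhibition of all tested compounds on the plate plus 3 SD, cut at about 37% in these data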;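 note: 0% = orexin A challenge wells and 100% = SB-334867-A antagonist wells; not every result past the cut was called active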
The depositor's hits bear a star. Compounds were not picked by outcome; overall some 2.1% were active at least once.

SMILES	OX1R antag-1	OX1R antag-2
O=C(NCCc1ccccc1)C1CCN(C(=O)c2sccc2-n2cccc2)CC1	7	-6
O=C(Nc1ccccc1Cl)c1cc2ccccc2o/c1=N\O	27	-26
CCc1nn2c(=O)cc(COc3ccc(/C=C4\C(=N)N5N=C(CC(C)C)SC5=NC4=O)cc3)nc2s1	4	-25
O=C(CCN1C(=O)/C(=C/c2ccc(Cl)cc2)SC1=S)Nc1ccc(C(=O)O)cc1	-1	-15
Cc1nn(CC(=O)N2CCCC2)c(=O)c2nn(-c3ccccc3)c(C)c12	-4	-23
COc1ccc(Oc2cn[nH]c2-c2ccc(OC)cc2O)cc1	5	-2
O=C(Nc1ccncc1)C1CCC(CNS(=O)(=O)c2cccc3nsnc23)CC1 (centres undefined)	21	-15
CCOc1ccc(Br)cc1S(=O)(=O)Nc1ccc(S(=O)(=O)Nc2cc(C)on2)cc1	0	7
Cc1c(C(=O)Nc2nnc(C(F)(F)F)s2)oc2ccccc12	17	12
Cc1c(NC(=O)NCCN2C(=O)C3C4C=CC(C4)C3C2=O)c(=O)n(-c2ccccc2)n1C (centres undefined)	4	-5
CC(=O)N(CC1CCCO1)c1nnc(-c2ccccn2)s1 (centres undefined)	25	-25
Cc1cc(NC(=O)CSc2ccc3nnc(-c4ccc(Cl)cc4)n3n2)no1	6	-18
CCc1nnc(NC(=O)Cn2nc(-c3ccc(OC)c(OC)c3)ccc2=O)s1	26	-44
Cc1ccc(NC(=S)N2CCC(NC(=O)c3ccc(F)cc3)CC2)cc1C	4	-26
CCc1nc2ccccc2c(NC(=O)CN2CC(C)CC(C)C2)c1C (centres undefined)	23	-35
CC1CC(C)CN(CCCNC(=O)c2csc3c2CCCCC3)C1 (centres undefined)	7	-33
COC(=O)CCC(NS(=O)(=O)OCC(Cl)(Cl)Cl)c1ccccc1 (centres undefined)	34	-18
Cn1nnnc1SCc1ccc(F)cc1	27	2
CCOc1ccc(C(=O)Nc2c3c(nn2-c2ccc(C)cc2)CS(=O)C3)cc1OCC (centres undefined)	6	-16
O=C(C1=C[C@H](C2CCCCC2)C[C@H](OCc2ccc(CO)cc2)O1)N1CCN(Cc2ccc3c(c2)OCO3)CC1	15	-45
C=CCOCC(O)Cn1c(N2CCCC2)nc2c1c(=O)[nH]c(=O)n2C (centres undefined)	6	-10
O=C(COC(=O)c1ccc(O)cc1O)Nc1cc(-c2ccccc2)nn1-c1ccccc1	25	3
COc1ccccc1NC(=O)c1cc(C)oc1C	4	-17
C/C(=N\OCC(=O)Nn1c(=O)[nH]c2ccccc2c1=O)c1cccs1	15	-8
CC12CCC(C(=O)Nc3nc4ccc(Br)cc4s3)(OC1=O)C2(C)C (centres undefined)	-16	-38
Cc1c(C(=O)c2ccccc2)oc2ccc3ccccc3c12	8	-56
Cc1csc(SCC(=O)Nc2nc(-c3ccccc3)cs2)n1	8	-5
CCC1(C(=O)c2ccccc2)C(c2cccc([N+](=O)[O-])c2)C1(C(=O)OC)C(=O)OC (centres undefined)	20	-37
Cc1cccc(-c2noc(CN(C)C(=O)COc3ccccc3)n2)c1	17	-17
CC(=O)c1ccc(S(=O)(=O)Oc2ccc(-c3ccc(C(=O)O)cc3)cc2)cc1	12	3
COC(=O)Cc1c(C)c2ccc(OCC(=O)N(C)C3CCS(=O)(=O)C3)cc2oc1=O (centres undefined)	18	-11
CC(NO)C(C)(C)NO (centres undefined)	16	5
O=C(NC(=S)NCc1cccnc1)c1ccccc1[N+](=O)[O-]	18	-21
Cc1ccc(OCCN2C(=O)c3ccccc3C2=O)c(C)c1	5	-26
COc1ccc(CNC(=O)C[C@H]2C[C@H](C(=O)N(C(C)C)C(C)C)[C@@]3(C)c4[nH]c5cc(CCC(=O)N(C)C)ccc5c4CCN3C2=O)cc1OC	10	-25
Cc1ccc(SCCC(=O)OCC(=O)NCC2CCCCC2)cc1	8	-3
CCN1CCN(c2ccc(N3CCN(C(=O)c4ccc(Br)o4)CC3)nn2)CC1	21	-17
CC(=O)N1c2ccc(S(=O)(=O)N3CCCC3C(=O)NCc3ccccc3Cl)cc2CC1C (centres undefined)	7	-22
C=CCNC(=O)c1onc(CS(=O)(=O)c2cc(C)cc(C)c2)c1C(=O)NCC=C	6	-11
O=C(O)c1nn(-c2ccccc2)ccc1=O	11	-13
Cn1nccc1NC(=O)Nc1cccc(Br)c1	-2	-5
COc1ccc(C(c2nnnn2CC2CCCO2)N2CCC(C(N)=O)CC2)cc1 (centres undefined)	4	3
Oc1ccccc1-c1cc(-c2ccc3c(c2)OCCO3)n[nH]1	59*	18
Cc1cccc(C)c1NC(=O)CN(C)C(=O)Cc1cccc(C(F)(F)F)c1	1	-13
CCCOc1ccc(C2=NNC(=O)CC2)cc1	6	3
N#Cc1c(N)nc2c(c1-c1ccccc1)CCCC2	7	-16
CC(=O)c1cccc(NC(=O)c2ccc(S(=O)(=O)N3CC(C)OC(C)C3)cc2)c1 (centres undefined)	0	5
C/C(=N\NC(=O)c1cc2ccccc2cc1O)c1ccc(C)o1	18	1
Cc1nnc(C)n1N	11	-7
COc1ccc(C(=O)ON=C2CCN(c3ccc([N+](=O)[O-])cc3)CC2)cc1	24	-13
CCOC(=O)N1CCN(C(=O)CN(c2ccc(Cl)c(C(F)(F)F)c2)S(C)(=O)=O)CC1	7	-33
Cc1cc(NC(=O)c2cccc(F)c2)no1	19	-5
O=C(C1=C(O)C(=O)N(CCOCCO)C1c1cccc([N+](=O)[O-])c1)c1cccs1 (centres undefined)	11	-3
O=C(Cn1nnc(-c2ccc(Cl)cc2)n1)NCc1ccco1	17	-13
CC(=O)N1CCN(C(=O)c2oc3ccccc3c2C)CC1	23	10
Cc1ccc(CN(Cc2ccccc2)C(=S)Nc2ccccc2C)o1	14	-27
COc1ccccc1-c1nc(-c2ccc(Br)cc2)no1	4	-13
COC(=O)CCCC1=CC2=CC(=O)C(C)(OC(=O)c3cnc4ccccc4n3)C(=O)C2=CO1 (centres undefined)	20	4
O=C(CCC(NC(=O)OCc1ccccc1)C(=O)O)OCc1ccccc1 (centres undefined)	4	-6
COc1ccc(/C=N/N=C2\SC(CC(=O)O)C(=O)N2c2ccccc2)c(OC)c1 (centres undefined)	26	-2

Going on with the list:
SMILES	OX1R antag-1	OX1R antag-2
CC(=O)Nc1ccc(-c2sc(Nc3cccc4ccccc34)n[n+]2-c2ccccc2)cc1	11	-33
O=C(c1ccc(S(=O)(=O)N2CCOCC2)cc1)N1CCc2ccccc21	11	-13
CCN(CC)S(=O)(=O)c1ccc(S(=O)(=O)N2CCN(CCC#N)CC2)cc1	11	-21
Cc1cc(C)nc(SSc2nc(C)cc(C)n2)n1	8	2
NCCSC1CC(=O)N(c2ccc(Cl)c(Cl)c2)C1=O (centres undefined)	5	4
CCOC(=O)c1sc(NC(=O)CSc2n[nH]c(-c3ccc(Cl)cc3Cl)n2)c(C#N)c1C	7	-12
CCOc1ccc(N2CC(C(=O)NCCc3c[nH]c4ccc(OC)cc34)CC2=O)cc1 (centres undefined)	6	-15
Cn1c(=O)c2c(nc(Br)n2C)n(C)c1=O	12	-12
CCCC(C(=O)NC1CCCC1)N(Cc1ccccc1Cl)C(=O)c1snc(C(N)=O)c1N (centres undefined)	14	-34
CC(CCc1ccco1)NC(=O)c1cc2c(-c3ccccc3F)nn(C)c2s1 (centres undefined)	12	-33
Nc1nc(SCC(=O)NC2CCCc3ccccc32)n[nH]1 (centres undefined)	8	-4
O=C(NC(=S)NCC1CCCO1)c1ccco1 (centres undefined)	10	-4
COc1cc(C(=O)Nc2ccc(Nc3ccccc3)cc2)cc(OC)c1OC	-2	-15
CCOc1cccc(-c2nn(-c3ccccc3)cc2/C=C(/C#N)C(=O)NCCCn2ccnc2)c1	7	3
Cc1nc2cc(C(=O)OCC(=O)NC34CC5CC(CC(C5)C3)C4)ccc2n1-c1ccccc1	-5	-22
COC(=O)[C@H](Cc1ccccc1)NC(=O)NCCc1ccc(OC)cc1	-3	3
COc1ccc(N(CC(=O)Nc2cc(C)on2)S(=O)(=O)c2ccc(Cl)cc2)cc1	12	-18
CC(C)NC(=O)CSCc1c(F)cccc1Cl	-5	-9
Oc1ccc2ccccc2c1CNc1cnc2ccccc2c1	16	-5
COc1ccc(CCNC(=O)CCN2C(=O)C(C)Oc3ccc(C)cc32)cc1OC (centres undefined)	20	-23
Cc1ccc(SC[C@H](Cc2ccccc2)N2CCN(CC(C)C)CCC2=O)cc1	7	-18
CCCOc1c(Br)cc(C(=O)OCC(=O)NC(=O)c2cccn2C)cc1OC	5	-12
C=C1CCN(C(CC(C)C)C(=O)OC)S(=O)(=O)c2ccccc21 (centres undefined)	34	-21
NC(N)=NCc1cccc(I)c1	13	-11
Cc1ccc(NS(=O)(=O)c2ccc3c(c2)CC(=O)N3)cc1F	4	10
CCOCCCN(C(=O)Cn1nnc(-c2ccc(C)o2)n1)C(C(=O)NCC1CCCO1)c1ccc(F)cc1 (centres undefined)	25	-39
Cc1ccc(C23OCCN2CCn2nc4ccccc4c23)cc1 (centres undefined)	10	-26
COc1ccc(C2N(C(=O)CN3CCOCC3)CCN2S(=O)(=O)c2ccccc2)cc1 (centres undefined)	16	-22
CCOc1ccc(CN(C)C(=O)CNC(=O)c2ccccc2)cc1	13	1
C=CC[C@@H](CC(=O)NCCO)C(=O)NCCOC(=O)[C@@H](CC=C)Cc1ccc(F)cc1	-4	-8

In the list so far, these have a CF3 group.
SMILES	OX1R antag-1	OX1R antag-2
Cc1c(C(=O)Nc2nnc(C(F)(F)F)s2)oc2ccccc12	17	12
Cc1cccc(C)c1NC(=O)CN(C)C(=O)Cc1cccc(C(F)(F)F)c1	1	-13
CCOC(=O)N1CCN(C(=O)CN(c2ccc(Cl)c(C(F)(F)F)c2)S(C)(=O)=O)CC1	7	-33

Next part
SMILES	OX1R antag-1	OX1R antag-2
NNC(=O)CC(=O)NC1(Cc2ccc(O)cc2)CCCCC1	9	-20
COc1ccc(NC(=S)NNc2ccc(C(=O)O)cc2)cc1	18	-4
Cc1ccc(-c2nnn(CC(=O)N(CC3CCCO3)C(C(=O)NC3CCCC3)c3ccc(F)cc3)n2)o1 (centres undefined)	-2	-34
COc1ccccc1CC(=O)N1CCC(n2nccc2NC(=O)C2CCOC2)CC1 (centres undefined)	10	-4
O=C1CN(C(=O)/C=C/c2cccc(Cl)c2)c2ccccc2N1	11	-3
O=C(Cn1c(=O)oc2cc(S(=O)(=O)N3CCCC3)ccc21)Nc1ccc(C(F)(F)F)cc1	4	10
CCSc1nnc(NC(=O)NC(C)(C(F)(F)F)C(F)(F)F)s1	17	-3
O=C(OCc1nnc(-c2ccccc2)o1)C1=COCCO1	17	-9
O=C(CSc1nnc(-c2ccc(Cl)cc2)n1-c1ccc(Cl)cc1)N/N=C/c1ccccc1C(=O)O	3	-23
CCOC(=O)c1c(C)n(C)c2ccc(OC)c(NS(=O)(=O)c3ccc(Cl)s3)c12	24	-16
CC(NC(=O)COC(=O)c1cc(=O)c2ccccc2o1)c1ccccc1 (centres undefined)	0	-9
Cc1ccc(C)c(OCCC(=O)OCC(=O)NC(=O)NC2CCCCC2)c1	12	-17
Cc1ccc(C)c(Nc2cc(C)nc(-c3ccccc3O)n2)c1	3	-42
CC(OC(=O)/C=C/c1cccs1)C(=O)Nc1ccc(C(N)=O)cc1 (centres undefined)	12	-14
Cc1cccc(NC(=S)NCc2ccc3c(c2)cc(C)n3C)c1C	6	-27
O=C1CN(C(=O)COC(=O)c2cnc(Cl)c(Cl)c2)c2ccccc2N1	15	-28
CC(C)(C)c1ccc(-c2noc(CNC(=O)c3ccco3)n2)cc1	6	-19
Cc1ccc(OCCNC(=O)c2cccc(C)c2)cc1	8	-18
CC12CCC(C(=O)N3CCCCCC3)(OC1=O)C2(C)C (centres undefined)	8	-8
CCc1cc(C(=O)OC)c(N2C(=O)C3C4C=CC(C4)C3C2=O)s1 (centres undefined)	12	-12
COCCNC(=O)c1cc2c(-c3ccc(Cl)cc3)nn(C)c2s1	14	-18
COc1ccc(-c2nnc(NC(=O)CSc3ccc(Cl)cc3)s2)cc1OC	-5	-19
N=C1/C(=C\c2ccc(OC(=O)c3ccc(F)cc3)cc2)C(=O)N=C2SC(N3CCOCC3)=NN12	-4	-11
O=C(CCSc1ccccc1)NCCSc1ccccn1	15	-31
O=C(NC1(C(F)(F)F)NC(=O)N(C2CCCC2)C1=O)C1CC1 (centres undefined)	19	-13
COCCNC(=O)c1ccc(S(=O)(=O)N2CCCc3ccccc32)cc1	14	-1
CC(C)C(NS(=O)(=O)c1cccs1)C(=O)N(C)Cc1ccccc1 (centres undefined)	8	-25

In the list so far, these contain an aryl thioether with sulfur outside any ring.
SMILES	OX1R antag-1	OX1R antag-2
Cc1cc(NC(=O)CSc2ccc3nnc(-c4ccc(Cl)cc4)n3n2)no1	6	-18
Cn1nnnc1SCc1ccc(F)cc1	27	2
Cc1csc(SCC(=O)Nc2nc(-c3ccccc3)cs2)n1	8	-5
Cc1ccc(SCCC(=O)OCC(=O)NCC2CCCCC2)cc1	8	-3
CCOC(=O)c1sc(NC(=O)CSc2n[nH]c(-c3ccc(Cl)cc3Cl)n2)c(C#N)c1C	7	-12
Nc1nc(SCC(=O)NC2CCCc3ccccc32)n[nH]1 (centres undefined)	8	-4
Cc1ccc(SC[C@H](Cc2ccccc2)N2CCN(CC(C)C)CCC2=O)cc1	7	-18
CCSc1nnc(NC(=O)NC(C)(C(F)(F)F)C(F)(F)F)s1	17	-3
O=C(CSc1nnc(-c2ccc(Cl)cc2)n1-c1ccc(Cl)cc1)N/N=C/c1ccccc1C(=O)O	3	-23
COc1ccc(-c2nnc(NC(=O)CSc3ccc(Cl)cc3)s2)cc1OC	-5	-19
O=C(CCSc1ccccc1)NCCSc1ccccn1	15	-31

Compound activity from PubChem.
